Bioassay records from PubChem BioAssay.
Shn3 3UTR inh: reduces Shn3 3'UTR luciferase signal in osteoblasts; Clone20 osteoblast Shn3 3'UTR firefly luciferase, 24 h; inhibition, % at 12.5 µM; 360,000 compounds, 0.52% hits; AID 588674;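 active = mean inhibition of at least 75% with every replicate also reaching 75%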;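 note: 0% = median of neutral control wells and 100% = pilot-screen positive control compound; some compounds past the cut are filed as inactive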
TWEAK-Fn14 inh: blocks TWEAK-Fn14 interaction in a reporter cell assay. inhibition, % at 10 µM. TWEAK-stimulated Fn14 reporter cells, luciferase luminescence, 8 h. 360,000 compounds, 2% hits; in the data active = inhibition above about 50%
HIF-2a block: inhibitors of HIF-2a. 786-0 RCC cells HIF-2a reporter, luciferase luminescence, overnight. inhibition, % at 18.8 µM. 360,000 compounds, 0.72% hits. AID 624352;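 active = inhibition of the luminescence signal of 40% or more relative to plate controls, in a single-dose primary screen at 18.75 µM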
hiPSC survival: increases survival of single human iPS cells | hiPSC single-cell survival, ATPlite luminescence; 100% = ROCK inhibitor wells, 0% = DMSO | 360,000 compounds, 0.044% hits | survival enhancement, % at 20 µM; in the data active = survival enhancement above about 18%;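 note: cells exposed to compounds for 16 hours before the ATP read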
KKLEB tox: CF airway cell cytotoxicity counter-screen. 360,000 compounds, 0.36% hits. KKLEB CF airway cells viability, ATPlite luminescence, overnight; active compounds read low; cells stimulated with P. aeruginosa culture filtrate. activity change (cytotoxicity), % at 5 µM. AID 602141;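 active = corrected activity change at or below -50% at 5 µM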
TRPM1 prom inh: reduces MITF-dependent TRPM1 promoter luciferase signal | SK-MEL-5 TRPM1 promoter luciferase, 24 h | inhibition, % at 12.5 µM | 330,000 compounds, 0.83% hits;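 active = mean inhibition across replicates of 60% or more, whatever share of single replicates reaches that level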; note: values of inactives mirror those of a sister screen read the other way
aDG glyco up: increases alpha dystroglycan glycosylation; Pro5-aDG cells, alpha-DG glycosylation AlphaScreen (IIH6); 0% Pro5, 100% B10-LARGE cell signal; activation, % at 10 µM; 360,000 compounds, 0.22% hits;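 active = activation of at least 8% versus controls, or a plate z-score of at least 8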;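 note: Pro5 are CHO cells carrying HIG-tagged alpha-DG that lacks glycosylation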
NR2E3 ag-1: agonists of human NR2E3 nuclear receptor; Q9Y5X4; CHO-S Gal4-NCOR/VP16-NR2E3 two-hybrid, luciferase; inhibition of corepressor binding, % at 3.98 µM; 360,000 compounds, 0.35% hits; AID 602229;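 active = inhibition above the mean of all tested compounds plus 3 SD, cut at about 70% in these data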;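 note: 0% = DMSO with NR2E3 transfected cells and 100% = cells lacking NR2E3 construct; higher means lower luciferase signal from less NR2E3 corepressor binding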
Target sequence (Q9Y5X4 whole entry, looked up, the tested form may be a part): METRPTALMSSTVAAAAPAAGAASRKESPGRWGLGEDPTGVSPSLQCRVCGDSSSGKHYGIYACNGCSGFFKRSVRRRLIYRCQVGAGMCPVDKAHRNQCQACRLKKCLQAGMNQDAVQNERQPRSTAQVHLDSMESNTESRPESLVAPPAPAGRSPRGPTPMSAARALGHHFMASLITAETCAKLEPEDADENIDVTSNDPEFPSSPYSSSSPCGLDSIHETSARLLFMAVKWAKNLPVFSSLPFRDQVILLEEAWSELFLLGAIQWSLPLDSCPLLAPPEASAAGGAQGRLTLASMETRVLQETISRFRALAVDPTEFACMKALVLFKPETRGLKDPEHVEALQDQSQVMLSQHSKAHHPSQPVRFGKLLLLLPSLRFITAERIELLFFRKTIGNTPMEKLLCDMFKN
Peg3 promoter: inhibitors of Peg3 promoter | HeLa PEG-Prom luciferase reporter, luminescence, overnight | inhibition, % at 20 µM | 360,000 compounds, 1.7% hits;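 active = inhibition of at least 50% at 20 µM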
CF NFkB inh: inhibitors of cystic fibrosis induced NF-kB; inhibition, % at 5 µM; 360,000 compounds, 0.86% hits; KKLEB NF-kB-GFP reporter, PAF-induced, GFP fluorescence overnight;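 active = at least 50% inhibition at 5 µM, scaled per plate between neutral and stimulator controls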;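 note: PAF is a Pseudomonas aeruginosa culture filtrate used as stimulus; plate controls were PAF-stimulated DMSO wells for no effect and unstimulated DMSO wells for full effect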
NR2E3 ag-2: activates human photoreceptor nuclear receptor NR2E3; GST-NR2E3/biotin-RetCOR TR-FRET, 1536-well; AID 2300; 320,000 compounds, 0.12% hits; Q9Y5X4; inhibition of corepressor binding, % at 4.78 µM;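 active = percent inhibition above the cutoff of mean plus 3 SD of all tested compounds, set per screening campaign, cut at about 20% in these data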;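 note: 0% = DMSO wells and 100% = biotin wells as full block of FRET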
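Format: 1536-well format; test system: GST-NR2E3 and biotin-RetCOR proteins; read-out basis: percent inhibition of TR-FRET ratio; timing: 5 h incubation at 4 °C; detection: time-resolved FRET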
An asterisk follows results filed as active; x = not tested or not shown.

Start of the data: the first 6 compounds, ahead of the listing:
SMILES	Shn3 3UTR inh	TWEAK-Fn14 inh	HIF-2a block	hiPSC survival	KKLEB tox	TRPM1 prom inh	aDG glyco up	NR2E3 ag-1	Peg3 promoter	CF NFkB inh	NR2E3 ag-2
O=C1/C(=C\c2cc(Cl)c(O)c(Cl)c2)SC(=S)N1Cc1ccccc1	-14	61*	-26	0.5	-31	5	0.1	26	45	-258	x
CN(C)Cc1ccc(F)cc1Sc1ccc(Cl)cc1Cl	-10	10	10	-0.5	-8	-5	-0.2	19	8	13	-2
O=C(NCc1ccccc1C(F)(F)F)C1CC(O)CN1C(=O)Nc1ccccc1 (centres undefined)	3	13	24	0.3	9	2	0.1	-1	14	-15	2
COc1ccc(C(=O)NCc2nc3ccccc3[nH]2)cc1OC	-3	-2	17	8.8	-22	x	0.0	1	3	22	2
CCC(=O)Nc1ccc(OCc2nc3ccccc3s2)cc1	-90	46	-208	2.8	5	-8	-0.3	-168	-213	-7	0
O=C(Cn1cc2c(n1)CCCC2)N1CCc2ccccc21	-22	9	-10	1.3	0	1	0.1	-24	-2	4	-3

All compounds of this part (from the top)
SMILES	Shn3 3UTR inh	TWEAK-Fn14 inh	HIF-2a block	hiPSC survival	KKLEB tox	TRPM1 prom inh	aDG glyco up	NR2E3 ag-1	Peg3 promoter	CF NFkB inh	NR2E3 ag-2
O=C1/C(=C\c2cc(Cl)c(O)c(Cl)c2)SC(=S)N1Cc1ccccc1	-14	61*	-26	0.5	-31	5	0.1	26	45	-258	x
CN(C)Cc1ccc(F)cc1Sc1ccc(Cl)cc1Cl	-10	10	10	-0.5	-8	-5	-0.2	19	8	13	-2
O=C(NCc1ccccc1C(F)(F)F)C1CC(O)CN1C(=O)Nc1ccccc1 (centres undefined)	3	13	24	0.3	9	2	0.1	-1	14	-15	2
COc1ccc(C(=O)NCc2nc3ccccc3[nH]2)cc1OC	-3	-2	17	8.8	-22	x	0.0	1	3	22	2
CCC(=O)Nc1ccc(OCc2nc3ccccc3s2)cc1	-90	46	-208	2.8	5	-8	-0.3	-168	-213	-7	0
O=C(Cn1cc2c(n1)CCCC2)N1CCc2ccccc21	-22	9	-10	1.3	0	1	0.1	-24	-2	4	-3
COc1ccc(-c2nn(-c3ccccc3)cc2C(=O)n2nnc3ccccc32)cc1	17	-3	16	-2.8	-25	3	-0.3	-1	56*	30	-2
O=C1OCc2ccc(NC(=O)c3sccc3Cl)cc21	-6	-9	-20	1.0	2	-17	0.1	-2	-22	-4	1
C=CCn1c(=O)c(C(=O)Nc2ccccc2C(=O)OCC)c(O)c2ccccc21	1	-1	-11	5.2	7	14	0.2	-17	-1	-7	0
CSc1ccccc1NC(=O)COC(=O)CCC(=O)c1ccc(F)cc1	-2	15	17	-1.1	3	5	-0.1	-15	10	1	x
O=C(Cc1ccccc1)NC(=S)Nc1cc(C(F)(F)F)ccc1Cl	15	4	-5	8.5	-6	7	0.0	-16	5	7	4
COc1ccccc1N1CCN(C(=S)Nc2ccc3nc(N4CCOCC4)cc(C)c3c2)CC1	20	52*	-13	0.1	-17	6	0.0	-6	-8	20	-2
CNS(=O)(=O)c1ccc(OC)c(-c2nnc3c4ccccc4c(C)nn23)c1	11	-43	12	0.1	-3	-3	-0.5	8	27	10	2
COCC(=O)N(Cc1cc2cc(OC)ccc2[nH]c1=O)c1ccccc1OC	-21	-19	-17	1.4	0	6	0.0	-19	-23	6	3
O=C(NCC1CCCN(C(=O)c2cc(Cl)ccc2F)C1)c1ccc(F)cc1 (centres undefined)	15	-8	-33	-0.3	9	-11	0.7	15	-26	-42	-3
Cc1ccc(S(=O)(=O)N2CCC(=O)N2)cc1	-4	-11	2	-3.6	0	8	0.0	-5	15	-16	4
Cc1cccc(OCC(=O)N(Cc2nnc(-c3ccccc3Cl)o2)C2CC2)c1	-11	-18	3	-0.5	4	7	0.0	4	3	0	0
NC(=O)c1sc2nc3c(c(-c4ccco4)c2c1N)CCC3	-2	17	4	0.6	-1	7	0.1	0	29	76*	11
O=C(OCC(=O)N1N=C(c2ccc(Cl)cc2)CC1c1ccco1)c1cccnc1 (centres undefined)	-11	26	-55	11	-14	-7	0.2	-22	-30	25	x
COc1cccc(CN2CCC2(C)C(=O)Nc2ccc(Cl)c(Cl)c2)c1F (centres undefined)	4	6	-9	0.7	-12	x	-0.1	17	14	21	x
CCOc1ccc(N/C=C/C(=O)c2ccccc2)c([N+](=O)[O-])c1	22	86*	38	-3.3	-58*	6	-0.2	-119	41	-40	-1
O=C(O)c1ccc(N/N=C/c2cc(Br)cs2)cc1	7	-6	23	0.2	6	11	0.0	-120	1	3	-1
COc1ccccc1Cc1c(-c2ccc(OC)c(OC)c2)nc2ccc(C)cn12	14	-16	-41	-0.8	-7	x	0.2	-23	-15	-14	x
CC(=O)OCc1c(C(F)(F)F)nn(C)c1Oc1cccc(C(F)(F)F)c1	3	-10	8	3.5	-12	1	-0.2	17	-12	6	-1
CC(C)NC(=O)C1(C)CCN1C(=O)Cc1ccc(-c2ccccc2)cc1 (centres undefined)	-13	17	-5	-2.0	-21	x	0.5	20	4	29	x
The list goes on:
SMILES	Shn3 3UTR inh	TWEAK-Fn14 inh	HIF-2a block	hiPSC survival	KKLEB tox	TRPM1 prom inh	aDG glyco up	NR2E3 ag-1	Peg3 promoter	CF NFkB inh	NR2E3 ag-2
COCCOC(=O)CSc1ncccc1-c1nc2cc(C)c(C)cc2[nH]1	-46	-32	-154	-0.6	-14	-28	0.1	-38	-163	9	1
O=c1c(-c2ccnn2-c2ccc(F)cc2)cnc2n1CCS2	-18	-20	6	2.9	0	5	0.0	-4	8	-5	-1
CCOc1ccccc1N1CCN(C(=O)CSc2ccc3c(c2)OCCO3)CC1	8	-12	14	-0.8	-13	-1	0.1	-10	7	2	1
CC(C)c1c(C(=O)N/N=C/C=C/c2ccccc2)nnn1-c1nonc1N	20	-1	-17	-0.7	6	-18	-0.1	-18	-28	-9	-1
CC1=CC(C)(C)N2C(=O)C3(N=C(N)NC(Nc4ccccc4)=N3)c3cc(C)cc1c32 (centres undefined)	3	6	24	3.4	-1	14	0.3	-10	39	7	-4
N#Cc1c(-c2ccccc2)nc(SCC(=O)Nc2ccccc2F)[nH]c1=O	11	10	11	-2.2	0	-1	0.1	-20	2	-1	14
CC1(c2nnc(-c3cccc(Cl)c3)o2)CC(c2cccc([N+](=O)[O-])c2)=NO1 (centres undefined)	1	-15	-7	-1.2	2	3	-0.2	-20	4	0	0
O=C(OCc1nc2ccccc2s1)c1ccc([N+](=O)[O-])o1	-3	20	-33	-0.5	3	9	-0.2	2	5	0	4
COc1ccc(C2CC3(CC(C)(C)NC(=S)N3)Oc3cc(O)cc(C)c32)cc1 (centres undefined)	16	3	20	-0.5	12	11	0.1	20	3	-1	1
O=[N+]([O-])c1ccc2nc(-c3ccncc3)[nH]c2c1	-20	-37	-159	0.4	0	-36	0.0	-45	-102	-12	-1
CCN(CC)S(=O)(=O)c1ccc(NC(=O)CSc2nnc(-c3ccc(F)cc3)o2)cc1	-1	-12	19	2.2	14	5	0.0	0	5	2	-1
COc1ccccc1Cc1nc(-c2ccncc2)no1	26	7	-74	0.7	12	-26	0.2	0	-50	4	1
NS(=O)(=O)c1ccc(N=Nc2c(=O)[nH]n3c(=O)c4c([nH]c23)CCCC4)cc1	5	4	11	7.6	7	4	-0.1	5	1	-6	-8
C=CCNC(=S)Nc1sc2c(c1C#N)CCCC2	0	-5	-25	-0.7	4	-4	-0.2	-21	-10	-6	3
O=C(N/N=C/c1ccc([N+](=O)[O-])cc1)c1cc(-c2ccc3c(c2)OCO3)n[nH]1	-7	-15	11	-0.6	6	10	-0.2	16	11	-23	-2
Nc1c(N(Cc2ccccc2)C(=O)COc2ccc(F)cc2Cl)c(=O)[nH]c(=O)n1Cc1ccccc1	9	15	9	0.3	-5	27	-0.2	13	12	-15	x
CC1=NN(Cc2c(C)nn(Cc3ccccc3)c2C)C(C)(C)C1	-7	-8	16	0.5	4	7	-0.1	-22	16	-3	-3
c1ccc2c(c1)Nc1cc3ccccc3cc1S2	-82	-21	-143	-0.7	10	-60	-0.1	-63	-149	-1	-17
Cc1csc(SCC(=O)NC(C)c2ccccc2)n1 (centres undefined)	1	11	18	0.5	6	3	0.4	-30	1	8	3
COc1cc(CNc2ccc(C)c(C)c2)cc(OC)c1OC	-5	-10	-171	0.2	-2	37	-0.2	-17	-10	12	-2
CCO[C@@H]1OC(C(=O)N2CCN(Cc3ccccc3)CC2)=C[C@H](c2ccc(Br)cc2)[C@H]1CCCO	12	2	21	4.2	21	-13	0.3	-22	26	-14	1
Cc1nc(N)sc1C(=O)N1N=N1	12	0	20	-0.5	5	-6	0.0	19	-9	-9	0
COc1cc(CN2CCC(C(=O)N3CCCC(C)C3)CC2)cc(OC)c1O (centres undefined)	-20	20	7	-0.9	-6	-7	-0.2	-12	5	-11	-2
O=C1C2CCCCN2C(=O)N1CCCN1CCN(c2cccc(C(F)(F)F)c2)CC1 (centres undefined)	-1	7	21	1.2	7	12	0.1	-28	20	-4	x
CN(C)C(=O)CSc1nnc(CCN)o1	-7	2	17	3.0	-28	-1	-0.1	-1	2	4	3
The results go on.
SMILES	Shn3 3UTR inh	TWEAK-Fn14 inh	HIF-2a block	hiPSC survival	KKLEB tox	TRPM1 prom inh	aDG glyco up	NR2E3 ag-1	Peg3 promoter	CF NFkB inh	NR2E3 ag-2
C=CCn1cccc(C(=O)Nc2ccc(C)cc2)c1=O	-63	-17	-206	-0.1	-2	x	-0.1	-95	-286	-10	6
O=C(/C=C/Nc1ccc([N+](=O)[O-])cc1)c1ccc(Br)cc1	-48	-32	-80	3.0	-11	-35	0.3	-5	-92	17	2
Cc1ccc(NC(=O)c2ccc(OCC3CCCO3)cc2)cc1 (centres undefined)	-85	4	-168	-1.4	2	-11	0.3	-105	-212	16	1
CC(C)C(N)c1csc(Nc2ccc(S(C)(=O)=O)cc2)n1 (centres undefined)	-17	5	5	2.6	14	x	-0.2	11	1	9	x
COc1ccc(-c2nnc(SCC(=O)N(Cc3ccccc3)C(C)(C)C)o2)cc1OC	73	47	29	-1.8	-3	31	1.1	1	48	11	-1
O=C(/C=C/c1ccco1)Nc1ccccc1C(=O)O	-63	-8	-170	-1.1	6	-30	-0.1	-109	-144	4	4
COc1ccc(S(=O)(=O)N2CCC(C(=O)NCc3cccs3)CC2)cc1	4	-7	8	-0.1	5	-1	0.8	-27	3	-19	-1
COc1ccccc1CC(=O)NCC(c1ccco1)N1CCCCC1 (centres undefined)	11	3	12	-0.7	2	13	0.4	-6	7	6	-3
CCc1ccc(-c2cc3c(=O)n(CC(=O)N4CCCC4)nc(C)n3n2)cc1	-2	-9	-17	-0.6	1	3	0.0	18	-58	-5	-2
Cc1onc(-c2ccccc2Cl)c1C(=O)NC(=S)NCC(=O)c1ccccc1	-45	-24	-68	-2.7	-17	-19	0.0	-2	-37	16	2
CCCCCCCNC(=O)COc1ccc2c(c1)C(=O)CC(C)(C)O2	-6	-34	0	-0.7	3	-1	0.0	-19	13	-12	2
Cc1cccc(C)c1NC(=O)COC(=O)c1c2c(nc3ccccc13)/C(=C\c1ccc3c(c1)OCO3)CCC2	42	27	-11	-1.9	-14	-6	-0.4	-32	12	-4	-1
